APOBEC3G inh: APOBEC3G DNA deaminase inhibitors, primary screen, biochemical, fluorescence, single-stranded DNA substrate, uHTS; recombinant A3G, ssDNA deamination FAM/TAMRA fluorescence; inhibition, % at 20 µM; 330,000 compounds, 0.28% hits; AID 493012, 2011;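 active = inhibition of at least 40% at 20 µM, with no more than 30% in the related APOBEC3A deaminase screen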;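 also: plate controls were DMSO wells with A3G for no effect and wells lacking A3G enzyme for full effect; some compounds called inactive have numbers as strong as hits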
Target sequence (Q9HC16 whole entry, looked up): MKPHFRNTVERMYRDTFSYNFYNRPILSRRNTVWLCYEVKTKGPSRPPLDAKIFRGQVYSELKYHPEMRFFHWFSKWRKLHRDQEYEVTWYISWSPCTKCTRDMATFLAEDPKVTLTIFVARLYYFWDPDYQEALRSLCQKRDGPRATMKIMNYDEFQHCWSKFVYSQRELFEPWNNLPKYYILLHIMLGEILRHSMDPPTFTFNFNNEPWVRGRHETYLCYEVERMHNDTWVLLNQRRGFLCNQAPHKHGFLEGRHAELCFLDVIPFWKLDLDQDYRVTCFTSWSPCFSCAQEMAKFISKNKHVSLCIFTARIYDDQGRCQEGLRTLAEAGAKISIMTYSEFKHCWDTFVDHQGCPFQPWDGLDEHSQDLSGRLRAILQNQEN
NALP3 yeast inh: NALP3 inflammasome inhibitors in reconstituted yeast, primary screen, luminescence, uHTS; inhibition, % at 10 µM; 330,000 compounds, 0.39% hits; Yeast reconstituted NLRP3/ASC/caspase-1, beta-gal luminescence, 24 h;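 active = inhibition of 50% or more; inactive = inhibition below 50%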;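 also: plate controls were induced DMSO wells for no effect and uninduced yeast grown without galactose for full effect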
mIAP activ: activators of mouse IAP, primary screen, biochemical, luminescence, uHTS; intestinal alkaline phosphatase [Mus musculus]; muIAP, CDP-Star luminescence, 30 min; stronger effect = higher value; 1 = vehicle-only enzyme signal, 0 = enzyme-free wells; activation factor at 10 µM; 330,000 compounds, 0.24% hits; AID 2805, 2010;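 active = activation factor of at least 2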; also: the source names both 10 and 20 µM as test concentration; values of inactives mirror those of a sister screen read the other way
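Assay system: mouse IAP enzyme / Compound: DMSO-dissolved test compounds / Timing: 30 min, room temperature / Measured by: luminescence from enzymatic CDP-Star hydrolysis / Control set: DMSO-only wells, enzyme-free buffer wells as negative control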
mIAP inh: inhibitors of mouse IAP, primary screen, biochemical, luminescence, uHTS. purified mouse IAP, CDP-Star luminescence, 30 min. 330,000 compounds, 0.2% hits. inhibition, % at 10 µM;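 active = inhibition of at least 40% at 10 µM in the primary screen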;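 also: plate controls were DMSO with enzyme for no effect and no enzyme wells for full effect; values of inactives mirror those of a sister screen read the other way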
SENP1 FRET inh: human SENP1 catalytic domain inhibitors, primary screen, biochemical, FRET, uHTS | Sentrin-specific protease 1 (Homo sapiens), Q9P0U3 | recombinant SENP1 catalytic domain, CyPet-SUMO1-YPet FRET cleavage | inhibition, % at 10 µM | 360,000 compounds, 0.21% hits;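 active = inhibition at least 30% at 10 µM, raw YFP signal under a set limit, fluorescence ratio 0.5 to 1.5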;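 also: 0% = enzyme with DMSO and 100% = no enzyme wells; some results filed as inactive read as strong as hits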
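material = recombinant human SENP1 catalytic domain, His6-tagged | quantity = 20 pM enzyme | reagent = 25 nM SUMO1 FRET substrate | compound dosing = 10 µM single point, 0.5% DMSO | timing = 50 min enzyme reaction, room temperature, light-protected | detection = FRET, CFP and YFP emission | control set = no-enzyme low, enzyme-DMSO high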
A3A deaminase: APOBEC3A ssDNA deaminase inhibitors, primary screen, selectivity assay for APOBEC3G inhibitor project, biochemical, FAM/TAMRA oligo cleavage fluorescence; DNA dC->dU-editing enzyme APOBEC-3A (Homo sapiens), P31941; recombinant A3A, FAM/TAMRA ssDNA deamination fluorescence; AID 493011, 2011; inhibition, % at 20 µM; 330,000 compounds, 0.41% hits;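 active = at least 40% inhibition at 20 µM here, with at most 30% in a related deaminase screen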;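 also: plate controls were A3A with DMSO for no effect and wells lacking A3A enzyme for full effect; some results filed as inactive read as strong as hits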
beta cell repl: inducers of MIN6 beta-cell proliferation, primary screen, ATP luminescence, uHTS | proliferation, % at 10 µM | MIN6 cells proliferation, ATPlite luminescence, 48 h; cells starved in 0.2% serum; 100% = growth in 10% serum | 330,000 compounds, 0.29% hits;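 active = compounds whose signal lies at least 3.5 SD above the mean of all wells on their plate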;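 also: 0% = DMSO-treated cells in low-serum medium and 100% = 10% serum control; some compounds called inactive have numbers as strong as hits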
hIAP block: human IAP inhibitors, primary screen, biochemical, luminescence, uHTS. AID 2544, 2010. purified IAP, CDP-Star luminescence, 30 min. 330,000 compounds, 0.12% hits. Intestinal-type alkaline phosphatase (Homo sapiens), P09923. inhibition, % at 10 µM;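 active = inhibition reaching a set limit with compound at 10 µM in the primary screen, cut at about 35% in these data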;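 also: plate controls were DMSO wells with enzyme for no effect and no-enzyme buffer wells for full effect; values of inactives mirror those of a sister screen read the other way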
Target sequence (P09923 whole entry, looked up): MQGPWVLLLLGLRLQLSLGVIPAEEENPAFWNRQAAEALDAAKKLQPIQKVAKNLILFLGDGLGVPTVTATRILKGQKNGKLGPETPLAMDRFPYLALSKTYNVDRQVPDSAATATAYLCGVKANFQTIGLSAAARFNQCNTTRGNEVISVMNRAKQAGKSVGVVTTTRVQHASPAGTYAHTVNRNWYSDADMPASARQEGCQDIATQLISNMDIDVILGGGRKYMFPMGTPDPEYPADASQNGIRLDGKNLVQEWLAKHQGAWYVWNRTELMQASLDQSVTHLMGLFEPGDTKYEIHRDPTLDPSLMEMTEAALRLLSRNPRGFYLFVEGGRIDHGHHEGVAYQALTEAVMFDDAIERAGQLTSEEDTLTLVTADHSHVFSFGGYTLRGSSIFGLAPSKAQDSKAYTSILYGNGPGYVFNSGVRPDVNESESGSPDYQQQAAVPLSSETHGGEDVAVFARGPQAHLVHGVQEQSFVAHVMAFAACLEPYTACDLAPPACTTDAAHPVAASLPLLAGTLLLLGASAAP
hIAP act: human IAP activators, primary screen, biochemical, luminescence, uHTS; Intestinal-type alkaline phosphatase (Homo sapiens), P09923; purified human IAP, CDP-Star luminescence, 30 min; stronger effect = higher value; 1 = vehicle-only enzyme, 0 = enzyme-free background; activation factor at 10 µM; 330,000 compounds, 0.16% hits; AID 2524, 2010;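 active = activation factor of the enzyme at least 2-fold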; also: the source names both 10 and 20 µM as test concentration; values of inactives mirror those of a sister screen read the other way
Starred values were filed as active, the others as inactive. An excerpt, so the mix of outcomes need not match the whole.

SMILES	APOBEC3G inh	NALP3 yeast inh	mIAP activ	mIAP inh	SENP1 FRET inh	A3A deaminase	beta cell repl	hIAP block	hIAP act
COc1ccc(CNCCC(c2ccccc2)c2ccc3c(c2)OCO3)cc1 (stereo not given)	-5	42	1	0	3	1	-4	-11	1.1
O=C(CNC(=O)c1ccccc1Br)N/N=C/c1cccs1	-8	1	0.95	5	-1	-3	3	1	0.99
O=c1[nH]nc(CNc2ccc(Cl)cc2Cl)c2ccccc12	-8	4	0.87	13	2	-1	0	2	0.98
CSCCC(NC(=O)c1ccco1)C(=O)NC1CCC(C)CC1 (stereo not given)	-6	10	1.1	-5	2	-3	-1	0	1
CC(C)(C)c1csc(N/N=C/c2cccnc2)n1	-8	58*	0.98	2	-4	-1	1	19	0.81
COc1ccccc1CNC(=O)c1cccc(S(=O)(=O)N2CCN(c3ccc(F)cc3)CC2)c1	-7	1	1	-3	2	-4	-3	5	0.95
Cc1ccc2cc(C#N)c(N3CCN(C(=O)c4ccccc4)CC3)nc2c1	-7	24	1	-2	-91	-8	-2	12	0.88
CC(=O)c1cc(CN2C(=O)c3ccccc3C2=O)cs1	-7	8	1.1	-12	0	-3	-3	-14	1.1
O=C(NNC(=O)c1ccccc1Br)c1ccc(SCC2CCCO2)c([N+](=O)[O-])c1 (stereo not given)	-4	15	0.81	19	0	-2	-2	17	0.83
COc1ccc(-n2c(CNc3ccc(C)cc3)nnc2SCc2ccccc2)cc1	-10	0	0.99	0	1	-1	0	5	0.95
CC(C)CN1C(=O)C(=O)N(CC(=O)N(C)CC(=O)Nc2ccc(F)cc2)C1=O	-9	6	0.85	15	1	-3	6	11	0.89
c1ccc(-c2ccccc2OCCOCCN2CCc3ccccc3C2)cc1	-1	31	0.99	1	0	3	-5	18	0.82
CC1(c2ccccc2Br)NC(=O)N(CC(=O)N2CCc3ccccc3C2)C1=O (stereo not given)	-6	20	0.93	7	3	-3	2	-2	1
O=C(Cc1c2ccccc2nc2ccccc12)c1ccccc1	-8	31	1	-2	-33	-8	0	-2	1
Cc1cccc(Nc2nc(C)cc(C)c2C#N)c1	2	42	1.1	-9	1	7	2	0	1
CCC(=O)Nc1nnc(SCC(=O)NCC2CCCO2)s1 (stereo not given)	-6	0	1	-2	-1	2	-4	2	0.98
CCOc1ccc(/C=C/C(=O)Nc2cccc(C(C)=O)c2)cc1	-9	24	1	-2	-1	1	2	13	0.87
COc1ccc(C2CC(c3ccccc3)=NN2C(=O)CCC(=O)O)cc1 (stereo not given)	4	3	1	-4	1	0	1	-40	1.4
CCC(=O)OCC(=O)Nc1ccc(OC)cc1[N+](=O)[O-]	-2	4	1	-1	2	-1	2	-5	1.1
Cc1cc(O)c(C(=O)c2ccccc2C(=O)O)cc1C	-8	1	1.1	-5	1	-2	0	-10	1.1
CCC(=O)C1CCCN(C(=O)CCc2nnc(C3(c4ccc(Cl)cc4)CCC3)o2)C1 (stereo not given)	2	10	1	-2	2	2	-1	25	0.75
COc1cccc(C2(O)CCN(C(=O)C(C)C)CC2)c1	-4	1	0.99	1	0	2	-2	7	0.93
Cc1ccc(O)c(-c2cc(-c3ccccc3[N+](=O)[O-])[nH]n2)c1	15	27	1.1	-6	-2	0	0	7	0.93
CCSc1nnc2nc(C)cc(C)n12	-2	7	0.98	2	1	-2	-2	-9	1.1
Cc1c(C(=O)N2CCN(c3ccc(F)cc3)CC2)sc2ncnc(N3CCN(c4ccccn4)CC3)c12	-1	11	1.1	-8	-1	-3	-4	-18	1.2
Cc1cccc(N2CCN(CC(=O)N(C3CCCC3)C3CCS(=O)(=O)C3)CC2)c1C (stereo not given)	-7	-5	1	-4	4	-2	-1	3	0.97
COc1cc(OC)c(C2=NOC(C(=O)Nc3c(C)nn(CC(=O)N4CCCC4)c3C)C2)cc1Cl (stereo not given)	-5	12	0.88	12	-2	-2	-1	-7	1.1
Brc1cccc(OCCCNC2CCCC2)c1	-1	23	1	-1	1	-1	-1	-16	1.2
CCn1cc(C(=S)N2CCC(C(N)=O)CC2)c2ccccc21	-12	-11	1.2	-18	2	-5	1	6	0.94
O=S(=O)(c1cc(F)ccc1F)N1CCC2(CC1)OCCN2S(=O)(=O)c1cccs1	-3	-7	0.98	2	1	1	6	-10	1.1
O=C(CN1CCN(S(=O)(=O)c2ccc(Cl)cc2)CC1)Nc1ccc(N2CCOCC2)cc1	-8	7	0.97	3	2	-2	-1	2	0.98
COc1ccc(OCc2nnc(NC(=O)Nc3ccc(F)cc3)s2)cc1	8	1	1	0	0	1	-1	9	0.91
CCOc1cc2c(C#N)c(N3CCOCC3)nc(N)c2c(N)n1	-5	-3	1	0	-23	-4	-5	2	0.98
CCCCCN(C(=O)CCC(=O)OC(C)C(=O)NCc1ccccc1)c1c(N)n(CCCC)c(=O)[nH]c1=O (stereo not given)	-8	19	0.99	0	-1	4	1	0	1
CC1CN(C(=O)C(C)N2C(=O)c3ccccc3C2=O)CC(C)O1 (stereo not given)	-6	6	0.94	6	-2	-4	-3	0	1
Cc1cc(Br)ccc1NC(=O)c1sc2ncn(CC(=O)N3CCN(c4ccccn4)CC3)c(=O)c2c1C	-6	20	0.94	6	0	-5	-2	2	0.98
COCCNC(=O)Nc1ccc2nc(-c3ccco3)c(-c3ccco3)nc2c1	91	2	0.67	33	-33	96	1	4	0.95
C/C(=N\NC(=O)CSc1nc2ccccc2[nH]1)c1ccncc1	-4	14	0.81	19	0	-4	1	5	0.95
Cc1cc(C)c2c(n1)SCC(=O)N2CC(=O)Nc1ccccc1Cl	-3	7	0.9	10	-1	-1	-3	5	0.95
O=c1[nH]c(CN2CCN(c3ncccn3)CC2)nc2c(Br)cc(Br)cc12	-6	1	0.97	3	-14	-1	1	1	0.99
CCO/C(C)=N/n1c2nc3ccccc3nc2c2c(=O)n(C3CCCC3)c(C)nc21	1	13	1	-2	-4	0	0	-6	1.1
COc1cccc(S(=O)(=O)NCc2ccc(C(=O)Nc3ccc(Cl)c(Cl)c3)cc2)c1	0	6	1.1	-5	0	-3	-2	-12	1.1
COc1ccc(CNC(=O)C2CCN(S(=O)(=O)c3ccc4c(c3)C(C)(C)C(=O)N4C)CC2)cc1	-6	16	0.99	1	0	0	-2	8	0.92
CN(C)/C=C/C(=O)/C=C/c1cn(-c2ncc(C(F)(F)F)cc2Cl)c2ccccc12	-6	8	0.99	1	-25	0	-4	-13	1.1
Clc1cncc(Cl)c1N/N=C/c1ccncc1	-9	65*	0.97	3	1	-2	0	-2	1
C=CC1CN(CC(=O)OC)S(=O)(=O)c2ccccc21 (stereo not given)	-9	15	0.93	7	0	-1	1	-8	1.1
CCCCOc1ccc(C(=O)N(Cc2ccco2)C2CCS(=O)(=O)C2)cc1 (stereo not given)	-5	5	1	-4	0	-2	0	-4	1
c1cnn(-c2cc(N3CCOCC3)ncn2)c1	-4	16	1	-3	0	-3	-2	0	1
CNc1nc(N/N=C/c2ccc([N+](=O)[O-])cc2)nc(Nc2ccccc2)n1	-7	46	0.9	10	-1	-1	-4	9	0.91
CC(=O)N1c2ccc(S(=O)(=O)NCCC(=O)Nc3cccc(Cl)c3)cc2CC1C (stereo not given)	-2	4	1	-3	3	-2	-1	-35	1.3

Rewritten with each value named: part of the list above
C=CC1CN(CC(=O)OC)S(=O)(=O)c2ccccc21 (stereo not given)
  APOBEC3G inh: -9
  NALP3 yeast inh: 15
  mIAP activ: 0.93
  mIAP inh: 7
  SENP1 FRET inh: 0
  A3A deaminase: -1
  beta cell repl: 1
  hIAP block: -8
  hIAP act: 1.1
COc1ccc(CNC(=O)C2CCN(S(=O)(=O)c3ccc4c(c3)C(C)(C)C(=O)N4C)CC2)cc1
  APOBEC3G inh: -6
  NALP3 yeast inh: 16
  mIAP activ: 0.99
  mIAP inh: 1
  SENP1 FRET inh: 0
  A3A deaminase: 0
  beta cell repl: -2
  hIAP block: 8
  hIAP act: 0.92

(continued)
SMILES	APOBEC3G inh	NALP3 yeast inh	mIAP activ	mIAP inh	SENP1 FRET inh	A3A deaminase	beta cell repl	hIAP block	hIAP act
COc1ccccc1NC(=S)NCc1ccccc1	-2	10	0.97	3	4	-10	-1	-5	1.1
O=C1C2CCCN2C(=S)N1c1cc(Cl)ccc1Cl (stereo not given)	4	12	1	-4	2	4	-1	-4	1
COc1cc(NC(=O)C2=C(C)OCCS2)c(Cl)cc1C(=O)NCCN(C)C	-3	16	0.94	6	-2	-3	1	1	0.99
C#CCN(C)CC/C=C1\c2ccccc2CSc2ccccc21	-7	7	1	-5	-1	-5	-3	-10	1.1

Twelve entries already listed, sorted by molecular weight, low to high:
SMILES	APOBEC3G inh	NALP3 yeast inh	mIAP activ	mIAP inh	SENP1 FRET inh	A3A deaminase	beta cell repl	hIAP block	hIAP act
c1cnn(-c2cc(N3CCOCC3)ncn2)c1	-4	16	1	-3	0	-3	-2	0	1
Clc1cncc(Cl)c1N/N=C/c1ccncc1	-9	65*	0.97	3	1	-2	0	-2	1
COc1ccccc1NC(=S)NCc1ccccc1	-2	10	0.97	3	4	-10	-1	-5	1.1
C=CC1CN(CC(=O)OC)S(=O)(=O)c2ccccc21 (stereo not given)	-9	15	0.93	7	0	-1	1	-8	1.1
O=C1C2CCCN2C(=S)N1c1cc(Cl)ccc1Cl (stereo not given)	4	12	1	-4	2	4	-1	-4	1
C#CCN(C)CC/C=C1\c2ccccc2CSc2ccccc21	-7	7	1	-5	-1	-5	-3	-10	1.1
CNc1nc(N/N=C/c2ccc([N+](=O)[O-])cc2)nc(Nc2ccccc2)n1	-7	46	0.9	10	-1	-1	-4	9	0.91
CCO/C(C)=N/n1c2nc3ccccc3nc2c2c(=O)n(C3CCCC3)c(C)nc21	1	13	1	-2	-4	0	0	-6	1.1
COc1cc(NC(=O)C2=C(C)OCCS2)c(Cl)cc1C(=O)NCCN(C)C	-3	16	0.94	6	-2	-3	1	1	0.99
CN(C)/C=C/C(=O)/C=C/c1cn(-c2ncc(C(F)(F)F)cc2Cl)c2ccccc12	-6	8	0.99	1	-25	0	-4	-13	1.1
O=c1[nH]c(CN2CCN(c3ncccn3)CC2)nc2c(Br)cc(Br)cc12	-6	1	0.97	3	-14	-1	1	1	0.99
COc1ccc(CNC(=O)C2CCN(S(=O)(=O)c3ccc4c(c3)C(C)(C)C(=O)N4C)CC2)cc1	-6	16	0.99	1	0	0	-2	8	0.92
